High-throughput results as filed in PubChem BioAssay.
TEAD-YAP inh: TEAD-YAP interaction inhibition; HEK-TIYL cells, TEAD-Gal4/YAP UAS-luciferase luminescence; inhibition, % at 9.12 µM; 1.4% of 640,000 active; AID 1259422; in the data active = inhibition above about 32%;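 also: 0% = median of test compound wells and 100% = reference inhibitor wells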
MITF primary: inhibitors of human MITF; AlphaScreen MITF homodimerization, bead proximity signal; 0.91% of 650,000 active; O75030; inhibition, % at 2.6 µM; in the data active = inhibition above about 50%;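 also: 0% = vehicle wells with protein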
Target sequence (O75030 whole entry, looked up): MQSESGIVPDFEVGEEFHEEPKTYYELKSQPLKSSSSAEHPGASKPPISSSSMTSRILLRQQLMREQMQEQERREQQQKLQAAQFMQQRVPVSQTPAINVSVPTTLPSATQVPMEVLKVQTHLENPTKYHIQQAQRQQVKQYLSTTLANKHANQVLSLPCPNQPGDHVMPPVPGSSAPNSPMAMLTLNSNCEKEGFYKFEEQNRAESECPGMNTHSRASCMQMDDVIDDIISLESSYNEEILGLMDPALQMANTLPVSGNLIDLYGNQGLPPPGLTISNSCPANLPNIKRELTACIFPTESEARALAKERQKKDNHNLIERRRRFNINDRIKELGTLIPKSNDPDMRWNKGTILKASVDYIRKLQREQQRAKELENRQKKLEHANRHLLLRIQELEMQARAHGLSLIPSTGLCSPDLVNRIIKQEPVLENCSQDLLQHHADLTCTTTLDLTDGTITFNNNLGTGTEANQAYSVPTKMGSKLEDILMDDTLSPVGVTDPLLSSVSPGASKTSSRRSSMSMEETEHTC
FBW7 activator: activators of human E3 ligase FBW7; AlphaScreen FBW7–phospho-cyclin E peptide binding, activator screen; normalized activity (activation), % at 26.1 µM; 0.13% of 650,000 active; AID 1259310; in the data active = normalized activity above about 1.9%;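 also: purified mutant Fbw7 with reduced substrate affinity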
GPR151 ag: human GPR151 activation; activation, % at 11.2 µM; PathHunter beta-arrestin GPR151 cells, luminescence; 1% of 650,000 active; in the data active = activation above about 4.9%;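 also: 0% = median of compound wells and 100% = cells with positive control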
Target sequence (Q8TDV0 whole entry, looked up): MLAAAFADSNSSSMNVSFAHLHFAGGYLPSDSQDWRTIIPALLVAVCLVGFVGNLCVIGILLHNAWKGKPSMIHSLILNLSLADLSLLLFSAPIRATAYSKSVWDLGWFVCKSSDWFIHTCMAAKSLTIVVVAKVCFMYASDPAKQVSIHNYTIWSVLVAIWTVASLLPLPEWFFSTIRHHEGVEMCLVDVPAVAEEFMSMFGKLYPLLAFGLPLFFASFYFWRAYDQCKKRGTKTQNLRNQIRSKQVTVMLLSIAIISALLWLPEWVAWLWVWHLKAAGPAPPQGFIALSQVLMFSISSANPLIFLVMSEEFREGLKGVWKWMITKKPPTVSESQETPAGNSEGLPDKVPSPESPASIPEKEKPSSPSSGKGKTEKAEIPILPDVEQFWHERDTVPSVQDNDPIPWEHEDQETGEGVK
* hit, by the source's call.

SMILES | FBW7 activator | MITF primary | GPR151 ag | TEAD-YAP inh
Cc1nc2cc(C(=O)NCCC3=CCCCC3)ccc2n1-c1cccc(Cl)c1 | -0.1 | 3.8 | 1.9 | -35.2
COc1ccc(-c2cc(C(F)(F)F)n3nc(C(=O)Nc4cc(C)ccc4O)cc3n2)cc1OC | -0.3 | -2.8 | -0.3 | -2.8
CCOC(=O)c1ccc(N)c(I)c1 | -0.2 | -20.0 | -0.6 | 3.5
Cc1nc2c(-c3ccccc3)c(C)nn2c(N2CCNCC2)c1C | 0.0 | 5.0 | -0.6 | 6.8
O=C(CSc1ncnc2sc3c(c12)CCCCC3)NCCc1ccccc1 | 0.0 | -6.6 | 0.3 | -2.4
Cc1ccc(C(=O)OCC(=O)c2ccccc2)cc1S(N)(=O)=O | 0.3 | 6.0 | -1.1 | -51.9
O=C(NC1CC1)c1ccc(S(=O)(=O)NCCCN2CCCC2=O)cc1 | -0.3 | 7.2 | 3.3 | 5.5
CCCCC(=O)Nc1nnc(COc2ccc(C(C)(C)C)cc2)s1 | 0.4 | 5.7 | -2.1 | -3.5
Cc1nc2c(C)cccn2c(=O)c1NC(=O)c1cc(Br)ccc1Cl | -0.1 | 7.3 | -0.2 | -16.2
CC1(C)N=C(N)N=C(N)N1c1ccc(F)cc1 | -0.1 | 1.1 | -1.4 | 5.9
CCSc1nnc(NC(=O)c2ccc(Cl)c([N+](=O)[O-])c2)s1 | -0.1 | 5.5 | -0.4 | -8.6
CC1CCC(C(C)C)C(OC(=O)CSC2=NC(=O)C(c3ccccc3)C(=O)N2)C1 (configuration not stated) | 0.2 | 1.1 | -0.5 | 5.9
CCOC(=O)C1CCCN(c2c(N3CC(C)CC(C)C3)c(=O)c2=O)C1 (configuration not stated) | -0.1 | 1.6 | -1.5 | -1.3
O=C(NC1C2CC3CC(C2)CC1C3)c1cccnc1Cl (configuration not stated) | 0.1 | 4.0 | 2.1 | 0.1
CCOC(=O)c1c(NC(=O)c2cc(-c3ccccc3C)nc3ccccc23)sc2c1CCC(C(C)(C)C)C2 (configuration not stated) | 0.3 | 6.5 | 0.1 | 4.0
O=C(/C=C/c1ccc(S(=O)(=O)N2CCOCC2)cc1)NCCCN1CCCC1=O | 0.3 | 13.2 | 0.5 | -1.4
COc1cccc(C2C3=C(CC(C)(C)CC3=O)Nc3c2c(=O)n(C)c(=O)n3C)c1 (configuration not stated) | 0.1 | 15.9 | -1.5 | 3.2
CCn1ncc(NC(=S)Nc2ccc(OC)c(OC)c2)c1C(N)=O | -0.2 | 11.6 | 4.1 | 4.9
O=C(NC1CCN(Cc2ccccc2)CC1)c1cc(NCCN2CCOCC2)nc2ccccc12 | -0.1 | 1.4 | 1.7 | 4.8
Cc1ccccc1NC(=O)Nc1cc(NC(=O)Nc2ccccc2C)c(C)nc1C | 0.3 | -3.4 | -0.7 | -17.9
Cc1ccccc1Cn1c(CN2CCOCC2)nc2c1c(=O)[nH]c(=O)n2C | 0.1 | -3.1 | -0.1 | -2.0
O=C(CN1CCC(NC(=O)Cc2ccccc2)CC1)NCc1ccccc1F | 0.1 | 1.9 | -0.5 | 10.3
Clc1ccc(-n2cc(-c3ccccc3)c3c(NN4CCOCC4)ncnc32)cc1 | -0.1 | 0.1 | 1.8 | -2.9
CCOc1ccc(NC(=O)c2ccc(S(=O)(=O)N3CC(C)CC(C)C3)cc2)cc1 (configuration not stated) | 0.0 | 3.3 | 0.6 | -4.6
COc1ccc(/C(N)=N/OC(=O)COc2ccccc2OC)cc1 | 0.0 | -3.0 | -0.6 | -52.6
Nc1ccccc1S(=O)(=O)NCCCCc1ccccc1 | 0.2 | -6.5 | -1.2 | 8.4
O=C(Nc1ncn[nH]1)c1ccc(Oc2ccccc2)cc1 | -0.1 | 4.2 | -1.3 | -5.0
Nc1c(Cl)cc(Cl)cc1C(=O)OCC(=O)NCc1ccc(F)cc1 | 0.1 | 14.3 | -0.6 | 3.6
COC(=O)CC/C(=N/Nc1ccc(C)c(Cl)c1)C(=O)OC | 0.1 | 9.1 | -0.5 | 3.3
O=C(O)CC(NS(=O)(=O)c1ccc(F)c(Cl)c1)c1ccc(F)cc1 (configuration not stated) | 0.1 | 14.5 | -0.4 | 7.2

Compounds shown so far that have a tert-butyl group (2):
SMILES | FBW7 activator | MITF primary | GPR151 ag | TEAD-YAP inh
CCCCC(=O)Nc1nnc(COc2ccc(C(C)(C)C)cc2)s1 | 0.4 | 5.7 | -2.1 | -3.5
CCOC(=O)c1c(NC(=O)c2cc(-c3ccccc3C)nc3ccccc23)sc2c1CCC(C(C)(C)C)C2 (configuration not stated) | 0.3 | 6.5 | 0.1 | 4.0

(next part)
SMILES | FBW7 activator | MITF primary | GPR151 ag | TEAD-YAP inh
C=CCNC(=O)c1ccccc1NC(=O)c1ccc(N(C)S(=O)(=O)c2ccccc2)cc1 | -0.2 | 1.1 | 0.0 | -3.3
CC(NS(=O)(=O)c1ccccc1)C(c1cccs1)N1CCOCC1 (configuration not stated) | 0.5 | 12.3 | 1.0 | 0.2
CC(=O)NC1=NC(=O)/C(=C\c2ccc([N+](=O)[O-])cc2)S1 | 0.0 | 2.6 | -1.1 | -41.3
Cn1c(=O)c2c(NC(=O)c3cccc(Cl)c3)ccnc2n(C)c1=O | 0.3 | 8.7 | -1.8 | 3.9
O=C(CSc1nnc(CCCO)n1-c1ccccc1)NCCc1ccccc1 | 0.2 | 9.8 | -3.2 | 5.0
COc1cccc(NC(=O)Cn2c(C)cc(C)c(C#N)c2=O)c1 | -0.1 | -1.6 | -1.4 | 2.4
COc1c(Cl)cc(Cl)cc1/C=N/NC(=O)c1[nH]ncc1Br | 0.1 | 2.4 | -1.0 | -45.3
Nc1cc(-c2ccc(NC(=O)OCCc3ccccc3)cc2)ccn1 | 0.0 | 6.9 | 0.1 | -30.2
CC(=O)NCCC(=O)Nc1ccc(Cl)cc1C | 0.0 | 8.9 | 1.0 | -7.4
O=C(c1ccccc1N1C(=O)C=CC1=O)N1CCCC1 | 0.0 | -3.6 | 1.3 | -2.2
O=C(c1ccccc1F)N1CCC(O)(c2ccc(F)cc2)CC1 | 0.0 | -19.6 | -0.8 | -4.3
COc1ccc(-n2c(C)cc(/C=C3/C(=N)N4C=CSC4=NC3=O)c2C)cc1Cl | 0.1 | -4.3 | 0.2 | 2.2
Cc1ccc2c(Cl)c(C(=O)NCC3CCCO3)sc2c1 (configuration not stated) | -0.1 | 10.6 | 2.0 | -69.7
CCCc1nc(SCC(=O)Nc2c(C)cc(C)cc2C)c2c(=O)n(C)c(=O)n(C)c2n1 | 0.0 | 7.0 | -1.2 | -1.7
CC(C)(O)C#Cc1ccc(C(=O)N2CCN(c3ccc(Cl)c(Cl)c3)CC2)cc1 | -0.1 | 14.0 | 1.8 | 1.1
C=C(C)CNC(=O)CC1C(=O)NCCN1Cc1cccc(Oc2ccccc2)c1 (configuration not stated) | 0.5 | 10.1 | -2.0 | 3.0
CC(C)n1c(-c2ccc(C(=O)NC3CC3)cc2)nc2c(NCc3ccccc3)ncnc21 | 0.0 | -9.7 | 1.1 | -23.8
COc1ccc(Nc2nc(-c3cc4ccccc4oc3=O)cs2)cc1OC | 0.4 | 15.8 | 1.3 | -9.8
COc1ccc(C(=O)CSc2nc(C3CC3)nc3c2c(=O)n(C)c(=O)n3C)cc1 | 0.0 | -0.9 | 1.5 | 6.3
CC1CC(OCC(S)CN2CCN(c3ccccc3)CC2)CC(C)(C)C1 (configuration not stated) | 0.5 | 0.6 | -1.0 | 10.9
CCOC(=O)c1c(-c2ccccc2)csc1NC(=O)CSc1nnc2cc(C)c3ccccc3n12 | 0.1 | -2.8 | 1.6 | -4.6
Cc1cc(N/N=C/c2cccnc2)nc2c(C)cccc12 | -0.1 | 0.9 | 0.3 | -8.7
CCC(=O)OCCCNC(=O)c1cc2ccccc2oc1=O | -0.2 | 7.1 | -0.2 | 2.8
Cc1sc2ncn(CC(=O)NCCN(C)C)c(=O)c2c1C | 0.1 | -0.4 | 0.3 | 15.7
CC(C)(C#N)OC(=O)NC1CCCCC1 | 1.0 | 13.7 | -0.3 | -10.6
O=S1(=O)N=C(OCc2ccccc2)c2ccccc21 | -0.1 | -6.1 | -2.0 | -2.2
CN(C)c1cccc(Nc2cc(C(=O)NCc3ccccc3)c3ccccc3n2)c1 | 0.2 | 9.3 | 0.6 | 8.2
CCCNc1ccc2ncc(-c3cccc(NC(C)=O)c3)n2n1 | 0.7 | 6.3 | 0.5 | 56.0*
CCOC(=O)CN1C(=O)C(CC)Oc2ccc(C)cc21 (configuration not stated) | 0.1 | -3.0 | 0.4 | -11.6
CCN(CC)CCNC(=O)CCCNC(=O)Cn1cnc2sc(C)c(C)c2c1=O | -0.1 | 1.9 | -0.7 | -11.2
COc1cc(C2c3cccn3CCN2C(=S)Nc2cccc(F)c2)cc(OC)c1OC (configuration not stated) | 0.2 | -2.5 | 0.6 | 1.1
COc1ccc2[nH]c(=O)c(CN(CCCO)C(=O)Nc3ccccc3Cl)cc2c1 | 0.1 | 22.1 | -0.5 | 6.1
C=CCNC(=O)c1cc2c(=O)n3ccccc3nc2s1 | 0.2 | 0.4 | -3.0 | -16.6
CC1=C(C#N)C(=O)NC(=O)/C1=C\c1ccc(-c2cccc(C(=O)OC(C)C)c2)o1 | 0.1 | 5.5 | 5.0* | 14.4
CCc1ccc(C2C(C#N)=C(N)N(c3ccc(OC)cc3)C3=C2C(=O)CCC3)cc1 (configuration not stated) | 0.0 | -0.4 | -0.1 | 18.7
Cc1ccc(S(=O)(=O)N2CCCCC2C)c(C)c1C (configuration not stated) | 0.1 | 5.7 | -1.8 | 10.7
COc1ccc(CNC(=O)c2cc3cc(Br)ccc3oc2=O)cc1 | 0.1 | 15.3 | -0.6 | 1.2
Cc1cccc(C)c1NC(=O)COc1ccccc1OCC(C)C | 0.1 | 9.5 | -2.0 | 12.0
O=C(NCc1c(F)cccc1F)c1ccc(OCc2nc(C3CC3)cs2)cc1 | 0.6 | 5.6 | 0.2 | 9.2
O=C(NC1CCN(Cc2ccccc2)CC1)c1csc(Nc2ccc(N3CCOCC3)cc2)n1 | 0.3 | 21.0 | 1.0 | 0.5
Cc1ccc(C2=CSC3=NCCN23)cc1 | 0.7 | 6.7 | -1.3 | 5.0
CCOc1ccc(C(=O)Nc2ccc(S(=O)(=O)N3CCCCC3c3cccnc3)cc2)cc1 (configuration not stated) | -0.2 | 2.0 | 0.9 | 33.2*
O=C(COC(=O)c1c[nH]c(=O)[nH]c1=O)Nc1ccc(I)cc1 | 0.1 | -8.7 | 3.8 | 25.7
Cc1ccc(NC(=O)c2sc3ncn(CC(=O)N4CCOCC4)c(=O)c3c2C)cc1F | -0.2 | -2.5 | -1.0 | -19.8
O=C(COC(=O)c1cccnc1)Nc1cccc(Cl)c1 | 0.0 | 7.8 | 0.1 | -3.2
CCOC(=O)CCNC(=O)CCc1nnc(C2(c3ccc(Cl)cc3)CCC2)o1 | 0.4 | 7.4 | -0.4 | 16.1
NC(=O)c1nn2c(c1Cl)NC(c1ccc(Cl)cc1)CC2C(F)(F)F (configuration not stated) | 0.5 | 11.4 | 0.3 | 20.4
O=C(NC(=S)NCc1ccccc1)c1ccccc1 | 0.6 | 26.0 | -3.5 | 2.7
COc1ccc(-n2c(-c3ccccc3)cn3c4c(=O)n(C)c(=O)n(C)c4nc23)cc1OC | -0.1 | -8.7 | 0.6 | -11.9
COc1cc(C2C(C(=O)OCC(C)C)=C(C)NC3=C2C(=O)CC(c2ccc(Cl)cc2)C3)ccc1OC(C)=O (configuration not stated) | 0.1 | -7.7 | -1.1 | -12.8
COc1cc(C2C(C#N)=C(N)N(c3ccccc3C(F)(F)F)C3=C2C(=O)CC(C)(C)C3)ccc1O (configuration not stated) | 0.1 | -5.1 | -1.1 | 1.6
COC(=O)c1ccc(-c2nc3ccccc3[nH]2)cc1 | -0.1 | 2.2 | -6.2 | 5.1
O=S(=O)(c1ccc(Br)cc1)n1c(SCc2c(F)cccc2F)nc2ccccc21 | 0.3 | 7.4 | -3.7 | -59.2
O=[N+]([O-])c1cccc(CSc2ncnc3ccccc23)c1 | 0.5 | 9.9 | -1.3 | 9.2
CCC(C)NC(=O)CS(=O)(=O)Cc1nc(-c2cccc(OC)c2)oc1C (configuration not stated) | 0.0 | 9.7 | -0.9 | -8.3
CS(=O)(=O)c1ccc2nc(NC(=O)C3CC3)sc2c1 | -0.1 | 11.3 | -0.6 | 13.8
CC(C(=O)NCc1ccccn1)N1C(=O)CC(C)(C)Sc2ccccc21 (configuration not stated) | 0.1 | 8.8 | 0.9 | 1.4
COC(=O)C1CCN(C(=O)/C=C/c2ccccc2Cl)CC1 | 0.3 | 10.9 | 1.5 | -7.7

A draw from above in order of SMILES length, descending:
SMILES | FBW7 activator | MITF primary | GPR151 ag | TEAD-YAP inh
CCOC(=O)CCNC(=O)CCc1nnc(C2(c3ccc(Cl)cc3)CCC2)o1 | 0.4 | 7.4 | -0.4 | 16.1
CCC(C)NC(=O)CS(=O)(=O)Cc1nc(-c2cccc(OC)c2)oc1C (configuration not stated) | 0.0 | 9.7 | -0.9 | -8.3
COC(=O)C1CCN(C(=O)/C=C/c2ccccc2Cl)CC1 | 0.3 | 10.9 | 1.5 | -7.7
